# Compound activity from PubChem.
# LANA DNA inh = inhibitors of KSHV LANA C-terminal domain DNA binding; MBP-C-LANA/FAM-LBS DNA binding, fluorescence polarization; inhibition, % at 9 µM; 0.078% of 340,000 active; AID 504423;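 active = highest replicate inhibition at or above 60% at 9 µM, even if other replicates fall short; inactive = all replicates below 60% inhibition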;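 note: 0% = neutral control wells and 100% = 4 µM acridine orange control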
# HTR5A ag ctr = counter-screen for OPRM1-OPRD1 agonists: human HTR5A agonism | P47898 | HTR5A agonist assay, luminescence, cell-based | activation, % at 9.3 µM | 0.61% of 340,000 active | AID 504692; in the data active = activation mostly above about 9.5%, no sharp cut-off; inactive = mostly below about 7.6%;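 note: 0% = cells with vehicle only and 100% = reference agonist; strong numbers were not always called active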
# cardiac RTF act = increases calcium sensitivity of human cardiac regulated thin filaments | P19429+P45379 | IANBD-labeled TnC RTF fluorescence at EC20 calcium; 0% EC20 calcium, 100% full calcium | activation, % at 7.2 µM | 0.24% of 340,000 active;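 active = activation above the mean over all tested compounds plus 3 SD, cut at about 30% in these data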;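 note: rise in fluorescence read as greater calcium sensitivity of cardiac thin filaments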
# V-ATPase pHluor = alters yeast V-ATPase proton transport | S. cerevisiae, pHLuorin cytosolic pH fluorescence | response, % at 10 µM | 0.37% of 350,000 active; in the data active = response mostly above about 7.3%, no sharp cut-off; inactive = mostly below about 5.4%; note: actives read high; inactives centre near 0; some compounds called inactive have numbers as strong as hits; reference of the scale not given here
# OPRM1-OPRD1 inv = mu-delta opioid heterodimer inverse agonism; P35372+P41143; cell-based MOR-DOR heterodimer luminescence; inhibition, % at 9.3 µM; 0.21% of 340,000 active; AID 504357; in the data active = inhibition above about 22%, passing the limit was not always enough;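 note: 0% = cells with DMSO and 100% = wells without cells with DMSO; values of inactives mirror those of a sister screen read the other way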
# Target sequence (P35372 whole entry, looked up): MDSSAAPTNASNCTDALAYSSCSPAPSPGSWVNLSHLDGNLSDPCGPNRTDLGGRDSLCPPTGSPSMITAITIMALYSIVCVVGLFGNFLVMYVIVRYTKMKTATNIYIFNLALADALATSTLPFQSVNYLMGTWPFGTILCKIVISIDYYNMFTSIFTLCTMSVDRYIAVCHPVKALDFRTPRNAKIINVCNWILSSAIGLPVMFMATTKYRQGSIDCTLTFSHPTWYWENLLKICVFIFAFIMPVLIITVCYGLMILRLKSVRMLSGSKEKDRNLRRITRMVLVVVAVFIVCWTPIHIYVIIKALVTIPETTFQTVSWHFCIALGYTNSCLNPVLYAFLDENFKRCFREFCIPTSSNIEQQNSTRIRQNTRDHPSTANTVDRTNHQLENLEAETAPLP
# Target sequence (P41143 whole entry, looked up): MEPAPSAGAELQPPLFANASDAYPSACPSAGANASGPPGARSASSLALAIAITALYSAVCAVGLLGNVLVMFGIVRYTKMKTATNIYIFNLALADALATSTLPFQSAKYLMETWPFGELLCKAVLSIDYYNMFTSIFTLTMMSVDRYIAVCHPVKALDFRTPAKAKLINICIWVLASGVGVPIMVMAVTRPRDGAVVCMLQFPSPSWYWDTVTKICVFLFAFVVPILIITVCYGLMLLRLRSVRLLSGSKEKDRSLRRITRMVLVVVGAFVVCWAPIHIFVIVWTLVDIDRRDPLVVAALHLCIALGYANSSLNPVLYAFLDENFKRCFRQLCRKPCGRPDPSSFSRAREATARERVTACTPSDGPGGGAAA
# HTR5A inv ctr = inverse agonist of human HTR5A in OPRM1-OPRD1 counter-screen; P47898; HTR5A cell line, luminescence, inverse agonism; inhibition, % at 9.3 µM; 0.083% of 340,000 active; AID 504634; in the data active = inhibition mostly above about 23%, no sharp cut-off; inactive = mostly below about 18%;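 note: 0% = cells with DMSO and 100% = no-cell wells with DMSO; some compounds called inactive have numbers as strong as hits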
# CAL PDZ FP = blocks peptide binding to the human CAL PDZ domain. 0.92% of 300,000 active. AID 602252. inhibition, % at 24.9 µM. Q9HD26. purified CAL PDZ, TMR-peptide fluorescence polarization, 1 h;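 active = mean inhibition of at least 30% with at least half of replicates also reaching 30%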;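 note: 0% = DMSO neutral control and 100% = excess unlabeled competitor peptide PRC23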
# MOR-DOR ag = agonists of human mu-delta opioid receptor heterodimerization; activation, % at 9.3 µM; cells, OPRM1-OPRD1 heterodimerization, luminescence; P35372+P41143; 0.3% of 340,000 active; in the data active = activation above about 18%;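 note: 0% = vehicle-treated cells and 100% = reference agonist; values of inactives mirror those of a sister screen read the other way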
# Keap1-Nrf2 PPI = inhibitors of human Keap1-Nrf2 protein-protein interaction; Q14145; Keap1 Kelch-Nrf2 peptide fluorescence polarization, 1536-well; inhibition, % at 9.4 µM; 0.15% of 340,000 active; AID 504523; in the data active = inhibition above about 12%;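 note: human Keap1 Kelch domain with fluorescein labeled Nrf2 9mer peptide probe; 0% = neutral control wells and 100% = peptide positive control; higher means more block of Keap1 binding to Nrf2 peptide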
# RTF Ca sens inh = cardiac RTF calcium desensitization; 0.12% of 340,000 active; IANBD-labeled cardiac RTF, Ca2+ fluorescence; inhibition, % at 7.15 µM; P19429+P45379; AID 493244;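 active = inhibition above the mean inhibition of all tested compounds plus 3 SD, cut at about 17% in these data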;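 note: assay run at fixed EC70 calcium of 1.6 mM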
# Starred values were filed as active, the others as inactive; / = not tested or not shown.
No.	molecule	LANA DNA inh	HTR5A ag ctr	cardiac RTF act	V-ATPase pHluor	OPRM1-OPRD1 inv	HTR5A inv ctr	CAL PDZ FP	MOR-DOR ag	Keap1-Nrf2 PPI	RTF Ca sens inh
1	O=c1c(C/C=C/c2ccccc2)c(O)ccn1Cc1cccc(Cl)c1	0.2	-6.4	-4.7	2.3	23.9	17.5	-3.7	-5.2	0.4	-3.4
2	Cc1nn(-c2ncc(C(F)(F)F)cc2Cl)c(=O)n1-c1ccccc1F	1.5	-4.8	4.1	-2.0	4.9	-0.2	1.1	-1.1	0.0	-6.6
3	Cc1ccc(OCC(=O)NC(=S)Nc2ccc3c4c(cccc24)CC3)cc1	2.1	0.0	3.6	0.6	0.9	19.7	-1.5	-0.1	-0.4	-3.0
4	COc1ccc(CC(=O)N/N=C(/C)CC(=O)N(C)c2ccccc2)cc1	0.4	-2.7	0.8	1.0	-4.6	-9.8	/	0.6	-4.1	-15.2
5	N#CCCn1nc(-c2ccccc2)cc1-n1c(C(F)(F)F)nc2ccccc21	-0.4	0.7	-1.6	4.2	-16.0	-1.4	-1.7	2.7	2.5	-5.2
6	O=C1CSC(=Nc2ccc(F)cc2)N1	0.1	-0.6	-3.6	-5.9	4.2	2.4	-4.7	-0.9	4.7	-10.5
7	CC(=O)c1ccc(S(=O)(=O)NC2CC2)cc1	-0.9	-2.9	-4.5	-1.0	5.8	7.6	2.5	-0.8	-1.3	-11.8
8	CC(C)CNC(=S)Nc1ccc(Oc2ccccc2)cc1	-2.0	11.2	3.2	-4.6	-21.9	-0.1	-3.3	4.3	-4.5	-9.8
9	COC(=O)c1c(C)[nH]c(C(=O)C(C)OC(=O)C2CC2)c1C (stereo unspecified)	1.7	-1.0	-2.0	-1.4	9.5	3.5	/	-1.8	2.7	-5.8
10	COc1ccc(Cn2c(O)c(/C=N/NC(=O)c3cccnc3)c3ccccc3c2=O)cc1	-6.4	4.6	6.3	-2.3	5.6	-13.1	-6.6	-1.1	-20.4	-15.5
11	COc1cc2c(cc1OC)C(C1C(=O)CC(C)CC1=O)N(C(=O)CCl)CC2 (stereo unspecified)	0.0	0.3	12.8	0.8	9.5	-0.6	-42.1	-2.0	0.3	0.5
12	COC(=O)c1c(NS(C)(=O)=O)sc2c1CCCC2	2.3	-1.5	-5.2	-1.3	14.2	-5.9	1.0	-2.5	-1.3	-2.8
13	Cc1cccc(OCc2nnc(-c3ccc(F)cc3)o2)c1	-0.2	2.7	-3.1	-0.1	9.0	-7.6	-1.0	-2.2	-1.0	0.6
14	Cc1cccc(Nc2nc3c(s2)CCCC3)c1	-1.1	1.9	2.7	0.6	-58.1	-21.2	-3.8	11.0	-4.3	-4.5
15	COc1ccccc1C(=O)NC(CCSC)C(=O)OC(C)C(N)=O (stereo unspecified)	-0.5	1.8	0.4	-4.5	14.7	-4.8	-1.5	-2.8	4.6	9.7
16	CCOc1ccc(-c2cn(-c3ccccc3OC)c(=S)[nH]2)cc1	-0.5	2.9	0.8	-2.8	12.9	-11.2	8.8	-2.3	-3.9	-2.9
17	S=C(Nc1ccccc1)Nc1cccc(Cl)c1Cl	-2.1	-3.1	-0.3	2.1	5.2	12.5	/	-1.0	4.6	2.6
18	Cc1ccc(NC(=O)c2cnc(N3CCN(c4ccccn4)CC3)c3ccccc23)c(Br)c1	-2.1	7.7	6.8	0.7	-30.4	-19.8	/	6.0	-2.5	-2.4
19	CC1(C)C(c2ccco2)=[N+]([O-])C2(CCCCC2=O)N1O (stereo unspecified)	1.0	1.1	14.3	2.6	5.3	4.9	0.4	-0.9	-0.1	-11.0
20	O=C(CC1C(=O)NCCN1C(=O)Nc1ccccc1)Nc1cc(Cl)cc(Cl)c1 (stereo unspecified)	-0.1	-0.6	-0.2	7.4	4.5	0.1	-2.2	-0.8	2.9	-3.1
21	CCCCN(CC)CCCNC(=O)c1cc2c(=O)[nH]c3ccccc3c2s1	-3.3	-1.6	-1.9	-4.0	1.1	5.8	0.4	-0.2	-5.9	-8.7
22	Cc1nn(-c2ccccc2)c(C)c1NC(=O)COc1ccc([N+](=O)[O-])cc1	-1.6	-7.7	-2.4	3.6	7.9	21.0	-1.1	-1.2	4.2	0.1
23	COC(=O)c1ccc2c(c1)NC(=O)C(N1CCCC1)S2 (stereo unspecified)	-0.2	2.3	5.1	2.5	-1.9	-17.9	/	0.3	-7.7	-6.2
24	COc1ccc(CCNC(=O)c2c(C)nn(CC(C)C)c2Cl)cc1	-1.3	1.5	-7.3	-6.4	-6.2	3.9	-1.0	1.1	-3.8	-9.7
25	O=C1C2C3C=CC(C3)C2C(=O)N1c1n[nH]c(CCc2ccccc2)n1 (stereo unspecified)	-2.1	0.6	-0.1	1.4	7.9	2.2	-3.4	-1.3	1.6	-0.7
26	O=[N+]([O-])c1ccc(C2NS(=O)(=O)N=C3CCCCCN32)cc1 (stereo unspecified)	-0.1	4.8	0.6	1.7	3.6	-36.8	-0.1	-0.7	-1.7	-5.3
27	CC(NC(=O)C1CCN(S(=O)(=O)c2cnc[nH]2)CC1)c1ccccc1 (stereo unspecified)	1.2	0.5	-5.9	1.3	15.6	18.8	-3.5	-2.9	8.9	7.2
28	COC(=O)C(Cc1ccc(O)cc1)NC(=O)c1ccccc1 (stereo unspecified)	-0.7	2.2	3.4	1.0	-2.2	19.3	-3.9	0.4	0.6	-7.4
29	Cc1cc(NC(=O)c2ccc3c(c2)OCO3)ccc1NC(=O)c1ccco1	2.8	6.5	1.7	2.6	-1.1	4.7	-1.0	0.2	-1.2	11.7
30	COc1ccccc1CC(=O)Nc1ccccc1O	-1.7	-1.2	-6.6	-1.6	6.3	15.3	-2.4	-1.2	1.4	-7.7
31	Cc1ccc(-n2ncc3c2CCCC3NC(=O)CCc2c(C)noc2C)cc1C (stereo unspecified)	0.4	3.0	-5.7	-1.3	8.0	-7.9	33.0*	-1.6	-1.1	3.7
32	O=C(NCc1ccc2c(c1)OCO2)c1ccc2c(c1)OCCO2	-0.8	-13.6	-2.5	-3.3	5.3	29.8	0.8	-1.1	-5.6	-4.8
33	CN(CCC#N)C(=S)Nc1ccc(F)cc1	-1.3	/	/	4.4	/	/	-0.3	/	-0.1	/
34	CC12CCC(c3nnc(SCC(=O)Nc4cccc5ccccc45)nc31)C2(C)C (stereo unspecified)	0.2	3.9	-0.4	-2.2	9.5	10.7	-3.0	-1.9	-4.1	-0.3
35	O=C(N/C(=C\c1cccc([N+](=O)[O-])c1)C(=O)N1CCCCC1)c1cccs1	0.6	-2.7	-1.5	2.3	2.8	8.6	/	-0.5	1.3	-10.6
36	CCC(=O)Nc1ccccc1C(=O)OCC(=O)c1cccc2ccccc12	0.5	2.1	0.1	-3.0	-3.0	0.4	-5.6	0.6	-2.2	-6.9
37	Cc1ccc(C)c(OCC(=O)Nn2c(C)nc3ccccc3c2=O)c1	-0.7	3.0	6.7	2.1	3.3	7.7	-1.4	-0.6	-1.8	-0.3
38	CCCn1nc(NC(=O)CC(C)C)c2cc3ccccc3nc21	-0.7	-0.8	-5.0	-0.3	11.4	-5.2	/	-2.5	-1.0	1.8
39	COc1ccc(NC(=O)CSc2ncnc3c2nnn3-c2ccc(F)cc2)c(OC)c1	0.2	2.9	7.0	-0.7	6.0	-8.0	3.5	-1.2	0.2	-0.6
40	Cc1ccc(C(C)C)c(OCc2ccc(C(=O)N/N=C/c3ccc(O)cc3O)cc2)c1	-0.7	11.7	1.3	1.6	-17.0	-51.7	-2.2	3.3	-0.8	-18.9

# 3 entries drawn at random from those above:
No.	molecule	LANA DNA inh	HTR5A ag ctr	cardiac RTF act	V-ATPase pHluor	OPRM1-OPRD1 inv	HTR5A inv ctr	CAL PDZ FP	MOR-DOR ag	Keap1-Nrf2 PPI	RTF Ca sens inh
30	COc1ccccc1CC(=O)Nc1ccccc1O	-1.7	-1.2	-6.6	-1.6	6.3	15.3	-2.4	-1.2	1.4	-7.7
37	Cc1ccc(C)c(OCC(=O)Nn2c(C)nc3ccccc3c2=O)c1	-0.7	3.0	6.7	2.1	3.3	7.7	-1.4	-0.6	-1.8	-0.3
38	CCCn1nc(NC(=O)CC(C)C)c2cc3ccccc3nc21	-0.7	-0.8	-5.0	-0.3	11.4	-5.2	/	-2.5	-1.0	1.8

# (further entries)
No.	molecule	LANA DNA inh	HTR5A ag ctr	cardiac RTF act	V-ATPase pHluor	OPRM1-OPRD1 inv	HTR5A inv ctr	CAL PDZ FP	MOR-DOR ag	Keap1-Nrf2 PPI	RTF Ca sens inh
41	CCn1c(SCC(=O)N2CCOCC2)nc2c(c1=O)SC(C)C2 (stereo unspecified)	1.2	2.4	-2.5	-3.9	9.4	10.1	0.5	-2.2	-2.0	-11.9
42	CCOc1cc2c3c(c1)C(C)=CC(C)(C)N3C(=O)C2=O	-0.4	6.7	-0.5	5.0	-1.6	6.7	-1.8	0.3	0.5	-10.4
43	Cn1[nH]c(C(F)(F)F)c(C=Nc2ccc(Cl)cc2)c1=O	0.2	-2.3	0.3	-0.4	11.4	-12.8	-5.1	-1.8	0.4	-6.5
44	Cc1ccc(Oc2nnc(-c3ccccc3)cc2C#N)cc1	0.3	18.2*	-3.3	-5.8	-24.9	-26.5	/	6.0	4.0	-20.0
45	CCOC(=O)C(C(=O)OCC)C1OC(=O)c2cc3c(cc21)C(=O)OC3C(C(=O)OCC)C(=O)OCC (stereo unspecified)	1.4	4.5	1.0	0.9	-27.3	-11.5	0.4	4.7	-3.2	4.5

# Single records (already shown):
# CC(=O)c1ccc(S(=O)(=O)NC2CC2)cc1 is entered as LANA DNA inh = -0.9; HTR5A ag ctr = -2.9; cardiac RTF act = -4.5; V-ATPase pHluor = -1.0; OPRM1-OPRD1 inv = 5.8; HTR5A inv ctr = 7.6; CAL PDZ FP = 2.5; MOR-DOR ag = -0.8; Keap1-Nrf2 PPI = -1.3; RTF Ca sens inh = -11.8
# CCOc1cc2c3c(c1)C(C)=CC(C)(C)N3C(=O)C2=O is entered as LANA DNA inh = -0.4; HTR5A ag ctr = 6.7; cardiac RTF act = -0.5; V-ATPase pHluor = 5.0; OPRM1-OPRD1 inv = -1.6; HTR5A inv ctr = 6.7; CAL PDZ FP = -1.8; MOR-DOR ag = 0.3; Keap1-Nrf2 PPI = 0.5; RTF Ca sens inh = -10.4
# O=C(NCc1ccc2c(c1)OCO2)c1ccc2c(c1)OCCO2 is entered as LANA DNA inh = -0.8; HTR5A ag ctr = -13.6; cardiac RTF act = -2.5; V-ATPase pHluor = -3.3; OPRM1-OPRD1 inv = 5.3; HTR5A inv ctr = 29.8; CAL PDZ FP = 0.8; MOR-DOR ag = -1.1; Keap1-Nrf2 PPI = -5.6; RTF Ca sens inh = -4.8

# Rows were taken by chance; 2.8% or so of the library scored in one or more.
